Assay outcomes: PubChem, National Center for Advancing Translational Sciences (NCATS)
EPAC2 antag = antagonists of human EPAC2; 360,000 tested, 0.18% active; Potency, µM (top dose mostly 114 µM), inactives show at the top dose activity, negative = inhibition, hits mostly inhibitors; Q8WZA2; EPAC2 GEF exchange of Rap1B-BODIPY-GDP, fluorescence; further: potency means the concentration at half of the fitted maximal effect; on the % scale 0 is the no-effect control and ±100 the full control effect; nearly all actives have a fitted effect of over 45% in size; many of its hits are not listed in these tables
CCT chaperon mod = changes cytosolic chaperonin activity; purified chaperonin ATPase assay, HTRF ADP detection, 30 min; activity change, % (test concentration not listed), hits read low; 360,000 tested, 0.3% active; AID 651819; in the data active means activity change below about -30%; further: on the % scale 0 is the no-effect control and ±100 the full control effect
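Enzyme 40 or 20 nM (batch-dependent) in Tris pH 7.4/KCl/MgCl2/DTT; cpd 76 uM single point; ATP 10 uM; 30 min 37 °C; Transcreener ADP HTRF detection, 30 min RT; ratio 665/615.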
Mm-Cpn inhibitor = blocks the Methanococcus maripaludis chaperonin Mm-Cpn. AID 504842. Potency, µM (series often up to 76.9 µM), for inactives: at the top dose activity, negative = inhibition, hits mostly inhibitors. 330,000 tested, 0.031% active. purified Mm-Cpn ATPase, ADP Transcreener TR-FRET; further: potency means the concentration at half of the fitted maximal effect; on the % scale 0 is the no-effect control and ±100 the full control effect; nearly all actives have a fitted effect of over 80% in size
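ATP (10 uM final) was added to archaeal chaperonin (25 nM final) after 10 min exposure to test compound at 37°C; after 30 min further incubation, ADP was detected by competitive TR-FRET.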
WRN helicase inh = WRN helicase (human) inhibition; Q14191; WRN helicase unwinding, fluorescent forked duplex, kinetic; Potency, µM (series often up to 114 µM), for the others: at the top dose activity change, negative = inhibition, most hits filed as inhibitors; 360,000 tested, 0.46% active; AID 651768; further: potency means the concentration at half of the fitted maximal effect; on the % scale 0 is the no-effect control and ±100 the full control effect; nearly all actives have a fitted effect of over 55% in size
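Kinetic fluorescence helicase assay: unwinding of a quenched forked DNA duplex (100 nM final) with 2 mM ATP final raises red fluorescence (525/598 nm). Compounds sat 15 min at room temperature with 20 nM WRN beforehand.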
EPAC1 antagonist = blocks human EPAC1 exchange factor. AID 720709. 360,000 tested, 0.14% active. EPAC1 GEF assay, Rap1b-BODIPY-GDP exchange fluorescence. Potency, µM (top dose mostly 115 µM), inactives show top-dose activity change, negative = inhibition, hits mostly inhibitors. O95398;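 further: potency means the concentration at half of the fitted maximal effect; plate controls were vehicle for no effect and positive control for full effect; nearly all actives have a fitted effect of over 50% in size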
PI5P4Ka inh = blocks human PI5P4K alpha kinase activity; AID 652105; max response, %; 330,000 tested, 1.2% active; P48426; PI5P4Kalpha enzyme, ADP-Glo luminescence, 60 min; active compounds read low; active means max response of -50% or lower; inconclusive means between -30% and -50%; inactive means -30% or higher; further: value at the top dose of about 77 µM; on the % scale 0 is the no-effect control and ±100 the full control effect
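Luminescence from ADP-Glo served as readout of PI5P4Kalpha activity in a qHTS format. Reaction: enzyme, substrate, compound, ATP at 5 microM final, 60 min at RT.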
PLK1 PBD block = inhibitors of human PLK1 polo-box domain binding; Plk1 PBD binding of FITC phosphopeptide, fluorescence polarization; Potency, µM, for the others: max response, negative = inhibition, hits mostly inhibitors; 360,000 tested, 2.8% active; further: potency means the concentration at half of the fitted maximal effect; series mostly up to about 57 µM; on the % scale 0 is the no-effect control and ±100 the full control effect; nearly all actives have a fitted effect of over 65% in size
EPAC1 agonist = EPAC1 (human) agonism | Potency, µM (highest dose often 154 µM), for inactives: at the highest dose activation, most hits filed as activators | EPAC1 agonist qHTS, biochemical assay; response scale: 100% = response to 6.5 mM cAMP | AID 720707 | 360,000 tested, 0.073% active; further: potency means the concentration at half of the fitted maximal effect; nearly all actives have a fitted effect of over 60% in size
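Normalized to 6.5 mM cAMP, activity reflects EPAC1-catalysed release of BODIPY-GDP from Rap1B, followed kinetically over 30 min at 480 nm excitation, 540 nm emission. Reaction contained 100 nM EPAC1, 250 nM Rap1B-BODIPY-GDP, 50 uM GDP.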
* hit, by the source's call; ? = inconclusive; · = no result given; [ ] = another dose, or the depositor's remark. Unless noted, the call rests on the fitted dose curve; in most records, active means well fitted curve in the direction sought with a large enough effect; inconclusive means small, poorly fitted or top-dose-only effect, or another doubt; inactive means no such curve, though single readings can be large; an effect the other way counts as inactive or inconclusive. Some of the compounds tested. The share of hits here may be higher or lower than overall.

Every second line gives: EPAC2 antag, CCT chaperon mod, Mm-Cpn inhibitor, WRN helicase inh, EPAC1 antagonist, PI5P4Ka inh, PLK1 PBD block, EPAC1 agonist
> Cn1ncc(Cl)c1C(=O)NCc1ccc2c(c1)OCO2
  3%, 0.3, -1%, 15%, 14%, -6, 2%, -5%
> CC1CCC(C(C)C)C(OCC(O)CN2CCOCC2)C1 (stereo not given)
  -6%, -3.1, 0%, -3%, -1%, ·, -12%, 10%
> CCN(Cc1ccccc1)S(=O)(=O)c1ccc(C(=O)N(CCCN(C)C)c2nc3cc(OC)ccc3s2)cc1
  -3%, -0.1, -5%, -3%, -4%, 1, 1%, 5%
> CC(C)(C)n1nnnc1C(c1ccccc1)N1CCN(C/C=C/c2ccccc2)CC1 (stereo not given)
  9%, -0.7, ·, -3%, ?, -1, -2%, 17%
> COc1ccc2cc(S(=O)(=O)Nc3ccccn3)ccc2c1
  ?, -0.2, 1%, 2%, -18%, 1, -8%, 5%
> NC(=O)CC(NC(=O)Cc1cccc2ccccc12)c1ccc(NCCN2CCCCC2)c([N+](=O)[O-])c1 (stereo not given)
  3%, -0.2, 0%, 3%, -24%, 4, -12%, -6%
> CN(C)/N=C/C=C1\CCC/C(=C/c2cccs2)C1=O
  0%, 1.8, -2%, 3%, 9%, 1, 4%, -5%
> CCOC(=O)/C=c1/s/c(=C/c2ccc3cc(OC)ccc3c2)c(=O)n1CC(=O)NCc1ccc2c(c1)OCO2
  9%, 2.1, ·, -1%, 8%, 1, 16%, -3%
> O=C(NCc1ccccc1Cl)[C@H]1CCCN1C(=O)[C@H]1CCCN1C(=O)c1ccccc1
  4%, -0.5, ·, 2%, 18%, 4, -1%, 10%
> O=C(Nc1cccc(S(=O)(=O)N2CCOCC2)c1)c1cc(S(=O)(=O)N2CCOCC2)c(Cl)cc1Cl
  3%, 2.0, ·, 0%, 9%, -6, 3%, -2%
> CCCS(=O)(=O)NC(=O)C1(C)CCN(C(=O)COc2ccc(Cl)cc2Cl)C1 (stereo not given)
  1%, 1.5, ·, 5%, 17%, -22, -4%, -6%
> CCN(c1ccccc1)S(=O)(=O)c1ccc2c(c1)N(C(C)=O)CCO2
  -8%, 0.5, 1%, 0%, 4%, -4, -2%, 2%
> CCN(CC)c1ccc(-n2c(O)c(C=C3N=c4ccccc4=N3)sc2=S)cc1
  2%, -2.1, -2%, -20%, 6%, 21, 0%, 11%
> CCC(CC)C(=O)N(C)c1c(C)nc2c(OCc3ccccc3C(=O)OC)cccn12
  -6%, 0.8, ·, -9%, -5%, 11, 4%, -2%
> CCOc1ccc(Br)cc1S(=O)(=O)Nc1cccc(S(=O)(=O)N(CC)CC)c1
  -18%, 0.7, 1%, -12%, 5%, 24, -5%, 6%
> COc1ccc(-c2noc(CCC(=O)NCC3CCN(Cc4cccc(C)c4)CC3)n2)cc1
  -1%, -0.2, 2%, 1%, -5%, -2, -18%, 6%
> O=C(COc1ccc(C(=S)N2CCOCC2)cc1)N1CCCC1
  -1%, 0.3, 2%, 4%, -7%, -2, -8%, -6%
> CCN1C(=O)[C@H]2[C@@H](c3ccc(-c4ccccc4)c(OC)c3)N[C@@](Cc3ccccc3)(C(=O)OC)[C@H]2C1=O
  21%, -0.8, -2%, 8%, 11%, 179, -5%, -1%
> Nc1ccc2nc3c(=O)n(C4CCCCC4)c(=O)[nH]c3nc2c1
  152%[activator], -0.4, -8%, -24%, -33%, ?, 5.3µM*, ?
> Cc1cccc(NC(=O)c2sc3nc4c(c(-c5cccs5)c3c2N)CN(C)CC4)c1
  -9%, -1.6, -6%, ?, -14%, -24, -28%, 7%
> CCN(CC(=O)Nc1ccc(OC)cc1)CC(=O)Nc1ccc(Cl)cc1F
  9%, -2.2, -7%, 0%, 0%, -3, -7%, -1%
> Cc1ccc(Nc2ncnc(Cl)c2N)cc1
  12%, -0.1, ·, -17%, -6%, -8, 1%, 0%
> Cc1ccnc(NC(=O)CCC(=O)N(CC(=O)NCc2ccccc2)c2ccc3c(c2)OCO3)c1
  -5%, -1.5, 3%, -2%, 16%, ?, 3µM*, 0%
> CCc1nn(C(CC)C(=O)NCc2cccs2)c(=O)c2cc3occc3n12 (stereo not given)
  -5%, -1.1, 2%, 9%, 7%, 2, -14%, 6%
> COc1cc2c(cc1OC)C(c1cccs1)N(C(=O)c1ccc(S(=O)(=O)N(C)C)cc1)CC2 (stereo not given)
  -3%, -0.1, -3%, 3%, ?, -6, -6%, 9%
> Cc1cccc(C(=O)O/N=C(\N)CS(=O)(=O)c2ccccc2)c1
  0%, -0.1, 2%, 9%, -2%, -8, 0%, -2%
> Cc1ccnn1CC(=O)N/N=C/c1ccc2c(c1)OCO2
  4%, -0.9, 0%, 2%, -15%, 0, -17%, 5%
> Nn1c(SCC(=O)NCCC2=CCCCC2)nnc1C(F)(F)F
  7%, 1.4, -3%, -2%, -3%, ·, -4%, -4%
> Cc1ccn2cc(-c3cnoc3C)nc2c1
  2%, -4.3, -1%, 6%, 3%, -8, 27µM*, -4%
> CC(C)n1c(O)c(N=NC(=O)CNC(=O)Cc2ccc(Cl)cc2)c2ccccc21
  -10%, 0.4, -2%, 2%, 6%, -1, -7%, 13%
> Cc1ccc(-n2nc3c(=O)n(CC(=O)c4ccc(F)cc4)nc(C)c3c2C)cc1
  -16%, -3.8, 2%, 2%, -27%, 1, -10%, -6%
> CC12CC3(C)CC(C)(C1)CC(C(=O)NC(=S)N1CCOCC1)(C2)C3
  -1%, 3.2, -1%, 5%, 8%, ·, -1%, 6%
> CN1C(=O)c2ccc(NC(=O)C3CC3)cc2C1=O
  3%, -0.1, -3%, 10%, 0%, 2, 4%, -8%
> CCN(C(=O)COC(=O)c1cc(C)oc1C)c1c(N)n(Cc2ccccc2)c(=O)[nH]c1=O
  -6%, -0.7, -22%, 0%, -7%, 4, -5%, 12%
> O=C(Nc1ccccc1)N1CCC(C(=O)N2CCN(c3ccccc3F)CC2)CC1
  9%, -0.5, -3%, 2%, 0%, 3, 5%, 8%
> COc1ccc(OC(=O)c2ccc(OC)c(S(=O)(=O)N3CCOCC3)c2)cc1
  0%, -5.8, ?, -19%, -1%, 5, 2%, 2%
> COc1cc(SC)ccc1C(=O)Nc1nc(C)cc(C)n1
  -12%, -0.5, -1%, -4%, ?, -1, -8%, 19%
> Cc1cccc(C(=O)OCC(=O)N(C)C(c2ccccc2)c2ccccc2)c1[N+](=O)[O-]
  -5%, -6.6, 1%, -7%, -2%, 9, -7%, 9%
> CCN(CC)C(=O)Cn1cc(S(=O)(=O)CC(=O)NCCc2ccccc2)c2ccccc21
  8%, -1.9, 1%, -19%, 4%, -4, 3%, 4%
> CN(CCO)c1cc(N(C)CCO)c([N+](=O)[O-])cc1[N+](=O)[O-]
  -7%, -0.4, 2%, -5%, -12%, 4, -24%, -3%
> CCCS(=O)(=O)NC(=O)C1(C)CCN(C(=O)c2cccc3ccccc23)C1 (stereo not given)
  1%, -0.6, ·, 1%, 0%, 2, -6%, -10%
> Cc1c(Cl)cccc1NC(=O)NCc1ccc(F)cc1
  6%, 0.6, 2%, 4%, -8%, -3, -15%, 1%
> CCN(CC)CCCNC(=S)N(Cc1cccnc1)Cc1cc2cc(C)cc(C)c2[nH]c1=O
  0%, -4.0, 1%, 6%, 16%, 2, -14%, 6%
> CC(C)C(=O)NNS(=O)(=O)c1ccccc1[N+](=O)[O-]
  -1%, -3.9, 4%, 5%, -22%, 4, -8%, 12%
> CN1/C(=C\C(=O)Nc2ccc(Cl)cc2)C(C)(C)c2ccccc21
  -2%, -2.9, -7%, -7%, 3%, 4, -3%, 5%
> CCCOc1ccc(-c2nc(N3CCN(CC)CC3)c3ccccc3n2)cc1
  -8%, -1.0, 1%, 1%, -12%, 5, -11%, 5%
> O=C(Cc1cccs1)NCc1cccc(CNC(=O)Cc2cccs2)c1
  21%, 0.3, -1%, 5%, 3%, -9, 1%, -1%
> O=C(c1cccnc1)C1CCCN(Cc2nc(Cc3ccccc3F)no2)C1 (stereo not given)
  -6%, 1.4, -2%, 0%, 11%, -1, -5%, -2%
> O=C(NCc1ccco1)C1CCCN(S(=O)(=O)c2ccc(Cl)cc2)C1 (stereo not given)
  4%, 0.0, 0%, -2%, 2%, 1, -4%, 4%
> COCCCNC(=O)CN(C1CCCCC1)S(=O)(=O)c1ccc(C)cc1
  3%, -1.6, 3%, 5%, 9%, ·, -1%, -6%
> CC1(C)C(=O)N(CCN2CCC(C(=O)c3ccc(F)cc3)CC2)c2ccccc21
  22%, 0.6, -2%, 0%, 9%, 3, 2%, -15%
> CCN(c1ccc(NC(=O)COC(=O)/C=C/c2ccco2)cc1)C(C)C
  16%, -0.4, -3%, 3%, 7%, 1, 2%, 25%
> CCc1ccc(C(=O)NNC(=O)C2CSC3(C)CCC(=O)N23)cc1 (stereo not given)
  11%, -2.9, 0%, 4%, 7%, -5, -3%, -6%
> Cc1ccc(C(=O)NCCN2CCC(n3c(=O)[nH]c4ccccc43)CC2)cc1C
  7%, -1.6, ·, 1%, -17%, 2, -12%, 1%
> O=C(c1cc(Cl)nc2ccccc12)N1CCN(S(=O)(=O)c2cccc(C(F)(F)F)c2)CC1
  2%, -0.6, 1%, -3%, -16%, 0, -12%, 2%
> CCOc1cc2c(C#N)c(N3CCNCC3)nc(N)c2c(N)n1
  -1%, -1.0, -1%, -8%, -12%, -5, -11%, 1%
> CCn1c(CNc2ccc(Cl)cc2)nnc1SCC(=O)NCc1ccccc1
  10%, 1.3, 1%, -12%, 10%, 5, -11%, -1%
> CC(=O)Nc1ccc(S(=O)(=O)N2CCC(C(=O)O)(c3ccccc3)CC2)cc1
  1%, -1.7, 1%, 9%, -6%, -9, -13%, 1%
> CCOC(=O)Cc1c(C)nc2c(-c3cccc(Br)c3)cnn2c1C
  23%, 1.9, -10%, -12%, 0%, 14, 5%, -8%
> CCOC(=O)c1c(C)[nH]c(NC(=O)NNC(=O)c2ccc(OC)cc2)c1C
  -3%, -2.0, 0%, 9%, -9%, 0, -12%, 15%

Next part:
Every second line gives: EPAC2 antag, CCT chaperon mod, Mm-Cpn inhibitor, WRN helicase inh, EPAC1 antagonist, PI5P4Ka inh, PLK1 PBD block, EPAC1 agonist
> COC(=O)Cn1cnc2ccccc2c1=O
  4%, -0.5, 0%, -6%, 0%, -4, -5%, 10%
> N#Cc1nc(-c2ccco2)oc1NCc1ccc(F)cc1
  -4%, -0.8, -4%, 0%, -5%, -5, -7%, 5%
> COc1ccc(CNC(=O)CN(C)Cc2ccc(SC)cc2)cc1
  -14%, -7.6, 1%, -2%, -10%, 4, 4%, -8%
> CCN(C(=O)c1ccc(NC(C)=O)cc1)c1ccccc1
  4%, 3.6, -2%, 4%, 11%, ·, -3%, 0%
